Casp6 inh = human caspase-6 inhibitors, primary screen, biochemical, VEID-R110 fluorescence, single point, set 2; P55212; purified caspase-6, Z-VEID-R110 cleavage fluorescence; inhibition, % at 12.5 µM; 350,000 compounds, 0.53% hits; AID 686996, 2013;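 active = mean inhibition across replicates at least about 35%, with every replicate also reaching that limit, limit read from the data; inconclusive = only one of the two criteria met; inactive = neither criterion met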;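 also: 0% = median of neutral control wells and 100% = no fluorescence left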
Target sequence (P55212 24-179 limits assumed): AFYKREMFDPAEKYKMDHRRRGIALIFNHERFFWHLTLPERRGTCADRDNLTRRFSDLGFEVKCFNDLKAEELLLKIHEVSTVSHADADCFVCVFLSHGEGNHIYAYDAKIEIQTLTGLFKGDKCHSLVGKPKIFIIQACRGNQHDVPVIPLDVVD
Target sequence (P55212 194-293 limits assumed): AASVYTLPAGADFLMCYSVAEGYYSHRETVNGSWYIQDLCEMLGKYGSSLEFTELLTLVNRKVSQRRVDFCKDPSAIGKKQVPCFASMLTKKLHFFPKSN
DENV2 CPE rescue = inhibitors of DENV2 cytopathic effect, primary screen, cell-based, plate reader, single concentration; DENV2-infected cells, cytopathic effect rescue; CPE inhibition, % at 9.99 µM; 350,000 compounds, 1.7% hits; in the data active = CPE inhibition above about 20%, passing the limit was not always enough; inconclusive = no clear call, values can overlap the other calls; tested in BHK-21 cells;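 also: 0% = median of neutral control wells and 100% = median of positive control wells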
EWS-Fli block = EWS/Fli-driven NR0B1 reporter inhibitors, primary screen, A673 cells, NR0B1 luciferase, luminescence, MLPCN library. AID 651661, 2012. inhibition, % at 12.6 µM. 350,000 compounds, 0.67% hits. viability-normalised;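 active = mean inhibition of at least 50% after viability correction, with every replicate also passing that limit; inconclusive = mean reaches 50% but only one of two replicates passes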;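 also: firefly luciferase signal divided by Alamar Blue viability fluorescence both relative to DMSO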
SIRT5 block = SIRT5 desuccinylase inhibitors, primary screen, biochemical, fluorescence imaging, single point, set 5; NAD-dependent protein deacylase sirtuin-5, mitochondrial (Homo sapiens), Q9NXA8; Purified SirT5, succinyl-peptide AMC, trypsin-coupled fluorescence; inhibition, % at 15 µM; 330,000 compounds, 1.1% hits; in the data active = inhibition above about 15%; inconclusive = no clear call, values can overlap the other calls
Target sequence (Q9NXA8 whole entry, looked up): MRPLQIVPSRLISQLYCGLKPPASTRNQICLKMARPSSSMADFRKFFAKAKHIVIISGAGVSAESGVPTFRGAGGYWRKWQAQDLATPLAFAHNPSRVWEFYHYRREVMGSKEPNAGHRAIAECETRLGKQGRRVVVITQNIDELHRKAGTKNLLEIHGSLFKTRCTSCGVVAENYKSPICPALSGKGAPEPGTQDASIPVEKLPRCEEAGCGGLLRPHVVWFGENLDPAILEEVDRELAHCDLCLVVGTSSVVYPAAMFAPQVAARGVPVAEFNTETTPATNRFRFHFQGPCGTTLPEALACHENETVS
ARNT TACC3 PPI = disruptors of ARNT/TACC3 protein interaction, primary screen, biochemical, AlphaScreen, single concentration. Transforming acidic coiled-coil-containing protein 3 (Homo sapiens), Q9Y6A5. AlphaScreen His-ARNT PAS-B/GST-TACC3 binding, luminescence; TACC3 fragment carries E629A point mutation. inhibition, % at 9.99 µM. 390,000 compounds, 0.66% hits;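 active = mean inhibition of replicates at least 50% and at least half of replicates each reaching 50%; inconclusive = half or more replicates reach 50% but mean below 50%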;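 also: 0% = complete ARNT plus TACC3 wells and 100% = ARNT alone without TACC3; many hits fall short of the cut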
LGR2 inh = inhibitors of bursicon-induced LGR2 CRE-luciferase signal, primary screen, cell-based, HEK293, CRE-luciferase reporter, bursicon stimulation | Drosophila bursicon receptor LGR2 (rickets) | bursicon-stimulated, 4 h | inhibition, % at 9.99 µM | 380,000 compounds, 0.35% hits | AID 720647, 2013;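 active = drop in luminescence signal, shown as inhibition above about 50% in the replicate tests, limit read from the data, passing the limit was not always enough; inconclusive = probably only some replicates passing the limit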;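 also: agonist challenge used bursicon conditioned medium at about half maximal strength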
PAX8 inh HTS = inhibitors of PAX8-driven TPO luciferase reporter, primary screen, RMG-I cells, single concentration. SteadyGlo, 24 h. inhibition, % at 12.6 µM. 360,000 compounds, 1.2% hits. AID 652154, 2013;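 active = mean replicate inhibition at least 60% with every replicate also reaching 60%; inconclusive = only one of the two criteria is met; inactive = mean below 60% and not all replicates reaching 60%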;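 also: luciferase light reporting Pax8 driven TPO promoter activity; plate controls were median of neutral control wells for no effect and mitoxantrone controls for full effect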
The depositor's hits bear a star; ? = inconclusive; . = no result given.

#	SMILES	Casp6 inh	DENV2 CPE rescue	EWS-Fli block	SIRT5 block	ARNT TACC3 PPI	LGR2 inh	PAX8 inh HTS
1	CNC[C@H]1Oc2c(NS(=O)(=O)c3ccc(Cl)cc3)cccc2C(=O)N([C@@H](C)CO)C[C@@H]1C	1	94*	15	0	10	10	-16
2	CN(C)C(=O)c1cn(-c2ccccc2)nc1-c1cc2ccccc2oc1=O	-2	3	-2	-2	0	18	3
3	COc1ccc(N(C(=O)c2snc(C(N)=O)c2N)C(C(=O)NC2CCCC2)c2ccco2)cc1 (centres undefined)	2	16	6	-4	20	12	-7
4	Cc1ccc2c(c1)C1CC(C)(O2)N(c2cccc(C(=O)NC3CCN(Cc4ccccc4)CC3)c2)C(=O)N1 (centres undefined)	-6	0	7	-3	9	14	17
5	COc1ccc2c3c([nH]c2c1)[C@@H](CO)N(C(=O)Nc1ccc(F)cc1)CC31CN(C(=O)Cc2ccccc2)C1	.	-2	-3	.	.	-12	.
6	Cc1ccc(C(=O)N(Cc2cccnc2)Cc2cc3cc(C)ccc3n3nnnc23)cc1	7	0	-4	3	16	21	-18
7	CCc1ccc(NC(=S)N2CCN(S(=O)(=O)c3ccccc3)CC2)cc1	6	4	.	0	-1	3	9
8	COc1ccc(Cn2nnnc2CN(Cc2cc3cc(C)ccc3[nH]c2=O)C2CCCC2)cc1	2	-3	5	-2	2	-12	.
9	CCC(=O)N[C@@H]1C[C@@H]2O[C@H](CO)CC[C@@H]2O[C@@H]1CCc1ccc(-c2cccc(OC)c2)cc1	-1	2	8	-5	.	.	.
10	O=C(Nc1ccccc1)N1CCN(c2nc(-c3ccccc3)ns2)CC1	0	-8	-5	0	3	-2	-11
11	CCCC[C@@H](CN[C@H](C)CNC)NCC1CCC(C(C)(C)C)CC1 (some centres undefined)	7	.	?	-3	.	31	17
12	CNC[C@H]1Oc2ccc(N(C)C)cc2C(=O)N([C@H](C)CO)C[C@H]1C	-3	4	-2	0	-4	.	-5
13	COc1cc(/C=N/Nc2nc3c(c(=O)n(C)c(=O)n3C)n2Cc2ccccc2)ccc1OC(=O)c1ccco1	-1	15	32	-15	-2	51*	48
14	CC(C)c1ccc(-n2nnnc2SCc2nc(N)nc(N)n2)cc1	-7	5	8	-3	-8	-6	-6
15	CN1CCN(C(=O)C[C@H]2CC[C@H]3[C@@H](COC[C@H](O)CN3Cc3cccc(-c4ccncc4)c3)O2)CC1	2	-7	4	-2	2	-4	7
16	CCNC(=O)C[C@@H]1CC[C@@H](NC(=O)C2CCOCC2)[C@H](CO)O1	-3	-7	2	0	-7	5	-13
17	O=C(c1cccnc1)N1CC(=O)N2[C@H](CO)[C@@H](c3ccc(-c4ccccc4F)cc3)[C@@H]2C1	.	-4	-3	-5	.	2	-1
18	Cc1cccc(NC(=O)CSc2nc(C)c(Cc3ccccc3)c(=O)[nH]2)c1	0	1	-6	-3	.	6	-1
19	Cn1c(SCC(=O)Nc2cc(Cl)cc(Cl)c2)nnc1-c1ccc2nonc2c1	-1	1	15	6	.	7	12
20	COc1ccc(OCC2CN(Cc3ccccc3)S(=O)(=O)CCO2)cc1 (centres undefined)	.	3	3	-1	.	9	9
21	COc1cccc(-c2cnc3c(c2)C(=O)N([C@H](C)CO)C[C@H](C)[C@H](CN(C)C)O3)c1	1	-1	-7	-1	-2	-49	.
22	Fc1ccccc1NC(=S)N1CCN(c2ccccn2)CC1	.	.	.	.	-1	15	-18
23	CCOC(=O)C1(C)CCCN(C(=O)COc2ccccc2)C1 (centres undefined)	-3	0	-7	-20	.	-11	-25
24	Cc1ccc(C)c(OCC(=O)N/N=C/c2ccc(N3CCOCC3)cc2)c1	0	-9	-9	.	.	-11	1
25	C[C@@H]1CN([C@@H](C)CO)C(=O)CCCn2cc(nn2)CO[C@@H]1CN(C)S(=O)(=O)c1ccc2ccccc2c1	.	.	-2	.	.	2	4
26	Cc1cnc(NC(=O)CCNC(=O)c2ccccc2Cl)s1	-1	.	-14	-2	-2	0	-1
27	COc1ccnc(-n2cccc2/C=N/O)c1C#N	-2	4	7	-1	5	-3	4
28	C[C@@H]1CN([C@H](C)CO)C(=O)Cc2cc(NC(=O)NC3CCCCC3)ccc2O[C@H]1CN(C)Cc1ccc(C(F)(F)F)cc1	0	-5	9	0	-9	-3	.
29	Cc1cccc(C)c1NC(=O)C1c2ccccc2OCC(=O)N1Cc1ccc2c(c1)OCO2 (centres undefined)	-1	-4	3	-2	.	-10	0
30	C[C@H]1CCCCO[C@H](CN(C)C(=O)Cc2ccccc2)[C@@H](C)CN([C@@H](C)CO)C(=O)c2cc(NC(=O)C3CCCCC3)ccc2O1	.	1	0	.	1	12	-19
31	O=C(NCCc1ccc(Cl)cc1Cl)c1cc([N+](=O)[O-])c[nH]c1=O	0	2	12	2	.	-4	-8
32	CC(=O)N1CCc2cc(S(=O)(=O)N3CC(C)CC(C)C3)ccc21 (centres undefined)	-3	-4	.	-7	0	-12	-10
33	O=C(NC1CCC1)[C@H]1N[C@H]2c3ccc(-c4cccc(F)c4)c(=O)n3C[C@H]2[C@@H]1CO	0	-2	0	-17	-2	-15	.
34	O=S(=O)(NCc1ccccc1)c1ccc(Br)c2nsnc12	2	-4	0	-3	.	-13	20
35	CCN(CC)c1ccc(/C=N/NC(=O)c2cccc(S(=O)(=O)N3CCOCC3)c2)c(O)c1	5	-2	26	0	-3	27	?
36	COc1ccc(-c2cc(C(=O)Nc3cc(C)ccc3O)no2)cc1	3	?	-17	0	0	-39	-3
37	COc1ccc(C/C(N)=N/OC(=O)c2ccc(Cl)cc2)cc1	-4	-5	-6	-2	1	6	-21
38	CCCNC(=O)Nc1ccc2c(c1)C(=O)N(C)C[C@H](OC)[C@H](C)CN(C(=O)C1CC1)[C@@H](C)CO2	4	2	2	-2	-7	10	0
39	CCCC#Cc1ccc([C@H]2[C@@H](C#N)N(C(=O)C3CCCC3)[C@@H]2CO)cc1	-6	3	-9	2	4	-2	-6
40	CC(C)NC(=O)COC(=O)CNC(=O)c1cc(Cl)cc([N+](=O)[O-])c1	1	-11	3	-2	-3	14	17
41	O=C(c1cccc(OC2CCN(Cc3ccc(F)cc3)CC2)c1)N1CCCC1	0	4	0	-3	3	-12	-6
42	COc1ccc(NC(=O)c2c(C)oc3c2CCCC3)cc1	3	.	-33	-1	-3	-25	.
43	CCC1CN(C(=O)N2CCC(C(=O)NCc3ccc(C)o3)CC2)c2ccccc2O1 (centres undefined)	-1	0	.	-2	-3	10	4
44	C[C@H]1CN([C@@H](C)CO)S(=O)(=O)c2ccc(C#CCN(C)C)cc2O[C@@H]1CN(C)Cc1ccccc1F	2	-16	11	1	11	18	.
45	C=CCC(NCc1ccccc1)c1ccc(Cl)cc1 (centres undefined)	54*	-4	3	-2	-11	.	-11
46	O=c1[nH]cc(NCc2ccccc2)c(=O)[nH]1	-1	-1	-4	-3	4	13	8
47	Cc1ccc2cc3c(nc2c1)OCC3	-4	1	-41	2	7	-17	-56
48	CC1c2cccn2CCN1S(=O)(=O)c1ccc(F)cc1 (centres undefined)	2	5	-8	13	1	6	6
49	Cc1nn(C)cc1C(C)NCc1c(C(=O)N2CCCCCCC2)nc2ccc(Cl)cn12 (centres undefined)	-2	-5	1	-8	.	-3	12
50	CC(C)NC(=O)N(C)C[C@H]1OCCCC[C@@H](C)Oc2ccc(NS(=O)(=O)c3cccs3)cc2C(=O)N([C@H](C)CO)C[C@H]1C	0	-2	3	-3	-10	11	1
51	C=CC[C@@H](CC(=O)N(CCO)Cc1ccccc1)C(=O)N[C@H](COC(=O)[C@@H](CC=C)Cc1ccc(F)cc1)Cc1c[nH]c2ccccc12	2	-8	3	.	2	3	37
52	O=C(C[C@H]1CC[C@H](NC(=O)c2ccncc2)[C@@H](CO)O1)NCC1CCCCC1	2	11	2	1	15	-6	-5
53	CCN(CC(=O)NCCCN1CCOCC1)S(=O)(=O)c1ccc(F)cc1	0	3	4	-2	10	-9	-8
54	CCOC(=O)[C@]12CCC=C1N(Cc1ccco1)C(=O)[C@H](CC(=O)NCC13CC4CC(CC(C4)C1)C3)C2	2	?	-2	-3	.	26	8
55	CC(C)NC(=O)NC(=O)COC(=O)c1ccc(OC(F)(F)F)cc1	.	.	.	.	-9	12	13
56	C/C=C/c1ccc(OCCCCN2CCC(C)CC2)c(OC)c1	-17	11	5	.	-7	0	-1

Entries of single compounds, quoted from the list. Order of values: Casp6 inh, DENV2 CPE rescue, EWS-Fli block, SIRT5 block, ARNT TACC3 PPI, LGR2 inh, PAX8 inh HTS
`CCc1ccc(NC(=S)N2CCN(S(=O)(=O)c3ccccc3)CC2)cc1` is listed as 6, 4, ., 0, -1, 3, 9
`O=C(Nc1ccccc1)N1CCN(c2nc(-c3ccccc3)ns2)CC1` is listed as 0, -8, -5, 0, 3, -2, -11

More compounds follow:
#	SMILES	Casp6 inh	DENV2 CPE rescue	EWS-Fli block	SIRT5 block	ARNT TACC3 PPI	LGR2 inh	PAX8 inh HTS
57	CCCCC(=O)Nc1cccc(-c2nc3ncccc3o2)c1C	-6	1	-8	-2	-3	-27	-26
58	Cc1csc(NC(=O)C2CCN(S(=O)(=O)c3cccs3)CC2)n1	2	-2	-13	0	0	37	26
59	CN(C(=O)Nc1ccc(C(C)(C)C)cc1)C1CCCCC1	1	2	-31	-2	-8	.	-14
60	COC(=O)c1ccc(CNC(=O)c2ccccc2C(=O)NCC2(CBr)OCCO2)cc1	1	-3	1	-3	.	3	6
61	CN(C)CCCNS(=O)(=O)c1ccc(-n2nnc3ccccc32)c([N+](=O)[O-])c1	-12	0	19	0	.	-9	25
62	O=C(C[C@H]1CC[C@H]2[C@@H](COC[C@@H](O)CN2C(=O)Nc2cccc(Cl)c2)O1)N1CCCCC1	5	13	-24	-1	0	-33	19
63	CCC(=O)N(C)C[C@@H]1Oc2cc(-c3cccnc3)ccc2S(=O)(=O)N([C@@H](C)CO)C[C@@H]1C	0	-7	-6	-1	-4	-2	.
64	O=C1Nc2ccccc2N(C(=O)c2ccc(-c3ccccc3)cc2)C1c1nc2ccccc2[nH]1 (centres undefined)	3	-10	2	-2	.	31	-11
65	CNC[C@@H]1Oc2c(NC(=O)C3CCCCC3)cccc2C(=O)N([C@@H](C)CO)C[C@H]1C	-2	-8	-7	1	-4	-21	-5
66	C[C@H]1CN([C@@H](C)CO)C(=O)c2cccc(NC(=O)c3nc4ccccc4s3)c2O[C@H]1CN(C)S(C)(=O)=O	-3	-3	-5	1	-1	0	.
67	Cc1nc(SCC(=O)NC2(C#N)CCCC2)n(CC(C)C)c1C	0	-1	1	0	-3	-4	-5
